Spn MK inh = S. pneumoniae mevalonate kinase inhibition; inhibition, % at 10 µM; purified MK, PK/LDH-coupled NADH absorbance 340 nm; 65,000 compounds, 0.48% hits;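 active = ranked among the strongest by inhibition in the single 10 µM screen, a fixed top-ranked set picked for dose follow-up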; note: no value below 0 was filed
Spn PMK inh = S. pneumoniae PMK inhibition; purified PMK, PK/LDH-coupled NADH absorbance 340 nm; inhibition, % at 10 µM; 65,000 compounds, 0.49% hits;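 active = top-ranked compounds by inhibition in the single 10 µM screen, taking a fixed number of the strongest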;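 note: 0% = full reaction with DMSO carrier and 100% = background rate without enzyme reaction; no value below 0 was filed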
HT1080 cytotoxicity = cytotoxicity in HT1080 fibrosarcoma cells, cell-based, fluorescence readout (AID 620); 87,000 compounds, 0.42% hits; HT1080 viability, fluorescence; higher % means a stronger effect; one-dose cytotoxicity, % at 10 µM; EC50 in µM for titrated hits; in the data active = cytotoxicity above about 50%;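 note: cells exposed to compound overnight then 4 h with Alamar Blue; 0% = vehicle DMSO and 100% = killing control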
LYP phosphatase = LYP phosphatase inhibitors, primary screen, biochemical, DiFMUP fluorescence, recombinant catalytic domain, 10 µM (AID 606); recombinant LYP catalytic domain, DiFMUP fluorescence; higher % means a stronger effect; inhibition, % at 10 µM; hits with a dose series show IC50 in µM; 52,000 tested, under 10 active;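 active = IC50 under 40 µM in the dose-response test; inactive = IC50 of 40 µM or more, or never dose-tested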
Spn DPM-DC inh = blocks S. pneumoniae diphosphomevalonate decarboxylase. purified DPM-DC, PK/LDH coupled NADH fluorescence. calls only at 10 µM. 65,000 compounds, 0.49% hits;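 active = the 320 compounds with the highest percent inhibition in the single-dose primary screen, excluding strongly autofluorescent ones, cut at about 32% in these data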;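 note: kinetic rate of NADH fluorescence loss reporting ADP formed by the decarboxylase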
The depositor's hits bear a star; i = inactive; · = no result given. A portion of the library. The share of hits here may be higher or lower than overall.

Values run as follows: HT1080 cytotoxicity	Spn PMK inh	Spn MK inh	LYP phosphatase	Spn DPM-DC inh
CCC(C)(C)n1nnnc1CN1CCN(c2nc3ccc(C)cc3cc2C#N)CC1
    -2%	·	·	·	·
COc1c(C)cc(S(=O)(=O)N2CCCC2)c(C)c1C
    -2%	·	·	·	·
COc1cccc(C(=O)COC(=O)C(C)N2C(=O)C3C4C=CC(C4)C3C2=O)c1 (stereo unspecified)
    -7%	·	·	·	·
C=CCOC(=O)C1=C(C)NC(SCC)=C(C#N)C1c1ccc(Cl)cc1 (stereo unspecified)
    26%	·	·	·	·
CC(C)c1[nH]c(=O)c(C#N)c2c1COC(C)(C)C2
    -17%	·	·	·	·
CC(=O)Nc1ccc2ccccc2c1
    -4%	·	·	·	·
O=C(CNC(=O)OCc1ccccc1)NCC(=O)N1CCCC1C(=O)OCc1ccccc1 (stereo unspecified)
    -17%	·	·	·	·
CCOC(=O)c1nc2cc3n(c(C)c-2c1C)C(C)C(CC)=C3C (stereo unspecified)
    -6%	·	·	·	·
CN(C(=O)CSc1nc(-c2ccccc2)cn1N)C(c1ccccc1)c1ccccc1
    -8%	·	·	·	·
O=C(CC(c1ccccc1)c1ccccc1O)N1CCCC1 (stereo unspecified)
    22%	·	·	·	·
N#Cc1cc(Oc2cccnc2)c(Oc2cccnc2)cc1C#N
    -5%	·	·	·	·
Cc1cc(C)n(-c2nc(-c3ccccc3)cs2)n1
    8%	·	·	·	·
Fc1ccccc1N1CC(c2ccccc2)C(c2cccs2)=N1 (stereo unspecified)
    -5%	·	·	·	·
Cc1ccnc(NC(=O)c2cc(-n3cnnc3)ccc2Cl)c1
    12%	·	·	·	·
CC(C)NC(=S)NNC(=O)C12CC3CC(CC(C3)C1)C2
    6%	·	·	·	·

The results go on:
Values run as follows: HT1080 cytotoxicity	Spn PMK inh	Spn MK inh	LYP phosphatase	Spn DPM-DC inh
CCn1cc(C2=NC(C)(C)CO2)c2ccccc21
    -24%	·	·	·	·
COc1ccc(Cn2c(-c3ccc(OC)cc3)nc3ccccc32)cc1
    -10%	·	·	·	·
CC1CCN(C(=O)Cn2cc(C#N)c3ccccc32)CC1
    0%	·	·	·	·
Fc1ccc(Cl)cc1/C=N/n1cnnc1SCc1ccccc1
    -14%	·	·	·	·
O=C1C=C(Nc2cccc(Cl)c2)CC(c2ccco2)C1 (stereo unspecified)
    -4%	·	·	·	·
CC1=Nn2c(nc(-c3ccccc3)c2-c2ccccc2)NC(=O)C1Br (stereo unspecified)
    -4%	·	·	·	·
CCOc1ccc(N=C2NC(=O)S/C2=C\c2ccc(OC)cc2)cc1
    39%	·	·	·	·
CN(C)C(=O)c1cn(-c2ccccc2)nc1-c1cccs1
    4%	·	·	·	·
O=C(CCCCCCN1C(=O)c2ccccc2C1=O)Nc1nccs1
    -14%	·	·	·	·
CCOC(=O)Cc1csc(SCc2nc3sc4c(c3c(=O)[nH]2)CCC4)n1
    18%	·	·	·	·
O=C(CCC(=O)N1CCOCC1)Nc1nnc(C2CCCCC2)s1
    -1%	·	·	·	·
CCOC(=O)c1nnc(-c2cccs2)nc1Oc1ccc(Cl)cc1
    10%	·	·	·	·
CCC(C)NC(=O)C1CCN(S(=O)(=O)c2ccc(OC)cc2)CC1 (stereo unspecified)
    2%	·	·	·	·
COc1ccc(C(=O)Nc2ccc3c(c2)nc(CN2CCN(C(C)=O)CC2)n3C)cc1
    -18%	·	·	·	·
Cc1ccc(N(NC(=O)C(C)(C)O)C(=O)c2ccccc2)cc1C
    -13%	·	·	·	·

4 of these compounds, reformatted.
Molecule	HT1080 cytotoxicity	Spn PMK inh	Spn MK inh	LYP phosphatase	Spn DPM-DC inh
O=C(CCCCCCN1C(=O)c2ccccc2C1=O)Nc1nccs1	-14%	·	·	·	·
COc1ccc(C(=O)Nc2ccc3c(c2)nc(CN2CCN(C(C)=O)CC2)n3C)cc1	-18%	·	·	·	·
COc1ccc(Cn2c(-c3ccc(OC)cc3)nc3ccccc32)cc1	-10%	·	·	·	·
CN(C)C(=O)c1cn(-c2ccccc2)nc1-c1cccs1	4%	·	·	·	·

(more compounds)
Values run as follows: HT1080 cytotoxicity	Spn PMK inh	Spn MK inh	LYP phosphatase	Spn DPM-DC inh
COc1ccc(-c2nnc(SCc3ccccn3)n2C)cc1
    -10%	·	·	·	·
O=C(Nc1ccccc1Cl)C1CCCN(S(=O)(=O)c2ccc(F)cc2)C1 (stereo unspecified)
    2%	·	·	·	·
Cc1nn(C(CC(=O)O)C(=O)O)c(C)c1Br (stereo unspecified)
    5%	·	·	·	·
CC(=O)N1CCc2cc(S(=O)(=O)NC(Cc3ccccc3)C(=O)NC3CCCCCC3)ccc21 (stereo unspecified)
    -6%	·	·	·	·
CCCN(CCC)CCCOC(=O)c1ccc(Cl)cc1Cl
    13%	·	·	·	·
CCC(=O)N(Cc1cc2ccc(C)cc2n2nnnc12)C1CCCCC1
    -2%	·	·	·	·
Cc1cccc(NCc2nc3ccccc3n2C)c1
    -5%	·	·	·	·
Cc1cccc(NC(=O)Nc2cccc(Oc3c(F)c(F)c(F)c(F)c3F)c2)c1
    4%	·	·	·	·
O=C(CSc1nnnn1-c1cccc2c1CCCC2)N1CCCCC1
    -12%	·	·	·	·
CCOC(=O)C(CCCOc1ccc(C(C)CC)cc1)C(=O)OCC (stereo unspecified)
    -16%	·	·	·	·
O=C(C(c1ccccc1)c1ccccc1)N1CCCc2ccccc21
    3%	·	·	·	·
C=CCn1c(=O)c2c(nc(Br)n2Cc2ccccc2Cl)n(C)c1=O
    -10%	·	·	·	·
O=C(O)c1sccc1Oc1ccc(F)cc1[N+](=O)[O-]
    5%	·	·	·	·
CCOC(=O)c1cc(CC)sc1NC(=O)c1cc(OCC)c(OCC)c(OCC)c1
    -2%	·	·	·	·
CC1CN(c2cc(-c3ccccc3)c3ccccc3n2)CC(C)O1 (stereo unspecified)
    -4%	·	·	·	·

Going on with the list.
Values run as follows: HT1080 cytotoxicity	Spn PMK inh	Spn MK inh	LYP phosphatase	Spn DPM-DC inh
CCC1=C(OC(=O)N(CC)CC)N2C(=O)OC(=NCCc3c[nH]c4ccccc34)[C@]2(C)[C@H]2C1=CC[C@H]1C(=O)N(C)C(=O)[C@H]12
    -11%	·	·	·	·
CCc1ccc(C(=O)NC(C(=O)O)C(C)C)cc1 (stereo unspecified)
    10%	·	·	·	·
O=C(NC(c1ccccc1)c1ccccc1)c1ccc(S(=O)(=O)C(F)F)cc1
    22%	·	·	·	·
Cc1ccc(S(=O)(=O)NCCCCCC(=O)Nc2ccccn2)cc1
    1%	·	·	·	·
Cc1cccc(C)c1OC(=O)CSc1nnc(-c2ccccc2O)o1
    12%	·	·	·	·
COc1ccc(CNC(=O)C(c2ccco2)N(C(=O)c2csnn2)c2cccc(C)c2C)cc1 (stereo unspecified)
    7%	·	·	·	·
CC(=O)C1C(c2ccc(C)cc2)c2c(n[nH]c2C)CC1(C)O (stereo unspecified)
    21%	·	·	·	·
Cc1ccc(CC(=O)N2CC(C)OC(C)C2)cc1 (stereo unspecified)
    0%	·	·	·	·
CC(Sc1nc(-c2ccccc2)cc(C(F)(F)F)n1)C(=O)N1CCOCC1 (stereo unspecified)
    20%	·	·	·	·
CCOC(=O)COn1c(-c2cccc(Cl)c2)nc2ccc([N+](=O)[O-])cc21
    13%	·	·	·	·
COC(=O)[C@H](Cc1ccccc1)NC(=O)[C@@H]1C[C@H]1[C@@H](NC(=O)OCc1ccccc1)c1ccccc1
    -12%	·	·	·	·
CC1(C)Cc2ccccc2C(c2cc3ccccc3oc2=O)=N1
    -11%	·	·	·	·
OCCCn1c(-c2ccccc2)n[nH]c1=S
    -13%	·	·	·	·
COc1cccc(O[C@@H]2O[C@@H]3COC(C)(C)O[C@H]3[C@H](O)[C@H]2NC(C)=O)c1
    0%	·	·	·	·
O=C(Nc1cccc(C(F)(F)F)c1)C1CCCCC1
    8%	·	·	·	·

Further entries
Values run as follows: HT1080 cytotoxicity	Spn PMK inh	Spn MK inh	LYP phosphatase	Spn DPM-DC inh
CC1=N/C(=C/c2ccc([N+](=O)[O-])cc2)C(=O)N1c1ccc(Cl)cc1Cl
    -6%	·	·	·	·
COc1ccccc1N1CCN(S(=O)(=O)/C=C/c2ccccc2)CC1
    5%	·	·	·	·
COc1ccc(CCNC(=O)c2[nH]c(C)c(C(C)=O)c2C)cc1
    -5%	·	·	·	·
Cc1cc(C(=O)CSc2nnc(-c3ccccc3)o2)c(C)n1CC1COc2ccccc2O1 (stereo unspecified)
    -9%	·	·	·	·
CCOC(=O)c1sc(C)c(C(=O)NC2CCCCC2)c1N
    17%	·	·	·	·
Cc1ccc(NC(=O)CN(C)Cc2nc3ccccc3c(=O)[nH]2)c(Br)c1
    -5%	·	·	·	·
CC(C)CC(C(=O)O)N(Cc1ccccc1)Cc1ccccc1 (stereo unspecified)
    22%	·	·	·	·
CCCC(=O)Nc1ccc(Br)cn1
    2%	·	·	·	·
Cc1ccc(NC(=O)Cn2cccc2)c(C)c1
    -1%	·	·	·	·
COc1cc(/C=c2\sc3n(c2=O)CCCN=3)ccc1O
    -20%	·	·	·	·
COc1ccc(NC(=O)c2ncn[nH]2)cc1
    5%	·	·	·	·
CCCCNS(=O)(=O)c1ccc(S(=O)(=O)NCc2ccncc2)cc1
    -13%	·	·	·	·
CCOC(=O)Nc1sc2c(c1C#N)CCCC2
    -7%	·	·	·	·
O=C(NCc1ccccc1)c1nc2c(nnn2Cc2cccc(Cl)c2)c(=O)[nH]1
    -5%	·	·	·	·
Cc1ccc(C(=O)C2(C)C3c4cc(Br)ccc4OC(=O)C32C(=O)c2ccco2)cc1 (stereo unspecified)
    -6%	·	·	·	·

The list continues.
Values run as follows: HT1080 cytotoxicity	Spn PMK inh	Spn MK inh	LYP phosphatase	Spn DPM-DC inh
CC(OC(=O)c1cccnc1SCc1cc(=O)n2ccccc2n1)c1ccccn1 (stereo unspecified)
    23%	·	·	·	·
COC(=O)[C@@]1(Cc2ccc(OC)cc2)[C@@H]2[C@@H](CC(=O)[C@H]2CC(=O)C(=O)N(C)C)CN1C(=O)c1ccccc1
    -34%	·	·	·	·
Cc1ccc(NC2CC(=O)N(CCc3ccccc3)C2=O)cc1 (stereo unspecified)
    8%	·	·	·	·
COc1cc(/C=N/n2cnnc2)ccc1OCc1ccccc1
    7%	·	·	·	·
CCN1CCN(S(=O)(=O)c2cccc3nsnc23)CC1
    -12%	·	·	·	·
O=C(NC12CC3CC(CC(C3)C1)C2)C1CC(=O)N(c2ccc(Br)cc2)C1 (stereo unspecified)
    -1%	·	·	·	·
COc1ccccc1N1CCN(CC(=O)NCC2CCCO2)CC1 (stereo unspecified)
    -20%	·	·	·	·
CCOc1ccc(NC(=O)N2CCC(C(=O)c3ccc(F)cc3)CC2)cc1
    -6%	·	·	·	·
CCCCC(O)(CCN1CCOCC1)c1ccc(Cl)cc1 (stereo unspecified)
    -5%	·	·	·	·
COCCn1c(C)cc(C2=NNC(=Nc3ccc(Cl)cc3Cl)SC2)c1C
    -10%	·	·	·	·
Clc1ccc2c(Cl)c(-c3nnc(-c4ccccc4)o3)sc2c1
    -7%	·	·	·	·
CCOc1ccc(C(C)(O)CN2CCOCC2)cc1 (stereo unspecified)
    -2%	·	·	·	·
CCCC(=O)Nc1nnc(SCC(=O)NCc2cccs2)s1
    -8%	·	·	·	·
O=C(O)C1CCC(N2C(=O)C3CCCCC3C2=O)CC1 (stereo unspecified)
    8%	·	·	·	·
O=C(NCc1ccccc1F)C1CCCN1C(=O)NC1CCCCC1 (stereo unspecified)
    -6%	·	·	·	·

More records
Values run as follows: HT1080 cytotoxicity	Spn PMK inh	Spn MK inh	LYP phosphatase	Spn DPM-DC inh
COc1cc2[nH]c(=S)n(N(C(C)=O)C(C)=O)c(=O)c2cc1OC
    16%	·	·	·	·
CCn1nccc1C(=O)Nc1ccc(Cl)c(Cl)c1
    -1%	·	·	·	·
COc1ccc(OC)c(N2Cc3ccccc3C2)c1
    6%	·	·	·	·
O=C(Nc1cccc2cccnc12)c1cccc2ccccc12
    -7%	·	·	·	·
Cc1ccc(C)c(N2CCN(C(=O)CNS(=O)(=O)c3cccs3)CC2)c1
    -2%	·	·	·	·
Clc1cccc(N=C2NN=C(c3ccc4c(c3)OCCO4)CS2)c1
    -19%	·	·	·	·
CC(C)CN(Cc1c(O)ccc2c3c(c(=O)oc12)CCC3)CC(C)C
    -18%	·	·	·	·
Cn1cnnc1SCc1cccc(Br)c1
    0%	·	·	·	·
Cc1nn2c(NCCCN(C)C)c3c(nc2c1-c1ccccc1)CCC3
    1%	·	·	·	·
Cc1ccc(OCC(=O)Nc2cccc3nsnc23)c(C)c1
    -8%	·	·	·	·
O=c1ccc2cc(O)c(O)cc2o1
    -4%	·	·	10%	·
Cc1[nH]c2ccccc2c1SCCNC(=O)c1ccc(Br)o1
    6%	·	·	6%	·
O=C1[O][Bi][O]c2ccccc21
    -2%	·	·	7%	·
Nc1cc(-c2ccc(Br)cc2)[nH]n1
    ·	1	10	·	i
CCOC(=O)C1=C(C)NC(=O)NC1c1ccc(F)cc1 (stereo unspecified)
    ·	5	10	·	i

Source: PubChem
